CYP2C9 inh: human CYP2C9 inhibition; P11712; CYP2C9 Supersomes, luciferin-H conversion, luminescence; inhibition, % at 5 µM; 20% of 96,000 active; AID 777;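 active = blocking of liver enzyme CYP2C9 beyond about 50% at 5 µM, limit read from the data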; note: values of inactives mirror those of a sister screen read the other way
Target sequence (P11712 whole entry, looked up): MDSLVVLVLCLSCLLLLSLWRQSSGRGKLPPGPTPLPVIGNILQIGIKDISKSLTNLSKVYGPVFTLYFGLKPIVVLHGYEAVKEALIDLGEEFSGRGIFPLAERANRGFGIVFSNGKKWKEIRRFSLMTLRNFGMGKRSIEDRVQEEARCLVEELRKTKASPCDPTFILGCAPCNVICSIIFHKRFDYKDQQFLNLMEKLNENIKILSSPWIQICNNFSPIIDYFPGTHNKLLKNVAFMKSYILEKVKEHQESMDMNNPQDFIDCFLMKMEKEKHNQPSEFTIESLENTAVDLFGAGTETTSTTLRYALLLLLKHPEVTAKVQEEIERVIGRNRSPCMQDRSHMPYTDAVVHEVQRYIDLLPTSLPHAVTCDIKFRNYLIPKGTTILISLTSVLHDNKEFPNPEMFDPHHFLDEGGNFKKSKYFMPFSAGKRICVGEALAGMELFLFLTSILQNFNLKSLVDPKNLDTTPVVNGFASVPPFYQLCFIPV
PostGolgi ctrl: inhibits growth of the yeast control strain. efflux-deficient yeast background strain, growth absorbance A615, 16 h. inhibition, % at 10 µM. 5% of 98,000 active
hDAT+cocaine: modulates human dopamine transporter uptake under cocaine; B-score at 10 µM; Q01959; 1.3% of 110,000 active; LLC-PK1 hDAT cells, [14C]-dopamine uptake with cocaine IC80; actives deviate in either direction;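 active = Z score or B-score, a plate-position-corrected score, falls beyond the plate's 99.7% confidence bounds, in either direction; inactive = both scores lie inside the 99.7% bounds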;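 note: scored against the spread of the other compound wells on the same plate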
Target sequence (Q01959 whole entry, looked up): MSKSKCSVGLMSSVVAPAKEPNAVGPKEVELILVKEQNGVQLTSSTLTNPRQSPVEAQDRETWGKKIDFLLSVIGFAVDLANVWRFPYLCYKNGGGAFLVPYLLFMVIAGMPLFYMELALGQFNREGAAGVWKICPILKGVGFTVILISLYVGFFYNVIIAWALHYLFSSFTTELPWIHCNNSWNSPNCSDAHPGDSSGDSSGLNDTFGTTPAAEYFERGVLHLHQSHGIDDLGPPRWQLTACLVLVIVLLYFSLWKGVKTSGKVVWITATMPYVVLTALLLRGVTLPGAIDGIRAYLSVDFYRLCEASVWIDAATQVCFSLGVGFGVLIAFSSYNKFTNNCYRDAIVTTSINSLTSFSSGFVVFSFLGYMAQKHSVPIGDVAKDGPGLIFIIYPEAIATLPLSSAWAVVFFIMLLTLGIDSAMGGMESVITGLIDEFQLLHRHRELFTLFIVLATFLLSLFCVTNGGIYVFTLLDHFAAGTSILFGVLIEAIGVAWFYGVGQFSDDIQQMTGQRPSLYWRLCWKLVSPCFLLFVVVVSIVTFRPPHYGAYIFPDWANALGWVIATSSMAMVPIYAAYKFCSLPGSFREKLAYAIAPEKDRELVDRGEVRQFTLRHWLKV
Pyk2 oligo antag: blocks oligomerization of human Pyk2 in cells. AID 1347419. z-score (the deposit names both 25 µM and 10 µM). 0.83% of 99,000 active. Q14289. Q293 cells, Pyk2 FERM NanoBiT luminescence; stronger effect = lower value;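 active = Z-score of -3 or lower, scaled per plate to the spread of control and sample wells; inactive = z-score above -3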;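 note: negative z-score means lost luminescence so less FERM oligomerization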
LYP inh 2: inhibitors of human LYP (PTPN22) phosphatase. Q9Y2R2. recombinant LYP catalytic domain, DiFMUP fluorescence. inhibition, % at 2 µM. 0.21% of 96,000 active;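 active = inhibition at 2 µM at or above a set limit, the screen mean plus 3 SD, cut at about 24% in these data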;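 note: 0% = DMSO with enzyme and 100% = enzyme fully blocked by orthovanadate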
CYP2C9 act: CYP2C9 (human) activation; 1.4% of 96,000 active; P11712; AID 1024; recombinant CYP2C9, luciferin-H conversion, luminescence; stronger effect = higher value; factor 1 = untreated enzyme, 0 = blocked; activation factor at 5 µM;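 active = activation factor of 2 or more for CYP2C9 at a 5 µM dose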;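 note: 0 = sulfaphenazole-blocked wells and 1 = vehicle-only wells; values of inactives mirror those of a sister screen read the other way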
PTPN22 act: increases human PTPN22 phosphatase activity. Q9Y2R2. recombinant LYP, DiFMUP fluorescence; 0 = plate median, 100 = signal doubled. activation, % at 2 µM. 0.11% of 96,000 active. AID 697;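 active = activation at 2 µM above a set limit, the mean plus 5 SD, cut at about 37% in these data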
PostGolgi yeast: growth inhibition of a yeast mutant, post-Golgi transport screen. post-Golgi transport phenotypic cell assay. inhibition, % at 10 µM. 0.9% of 98,000 active. AID 739;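 note: yeast cells grown in 1536-well plates; yeast grown about 18 h at 30C before absorbance read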
Ecoli WT expand: growth inhibitors of E. coli BW25113 wild type | growth inhibition, % at 100 µM | 0.15% of 98,000 active | OD600 absorbance;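 active = growth inhibition above about 50% at one test dose, limit read from the data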;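 note: growth measured after 20 h incubation at 37 °C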
Numbers without * were called inactive; x = no result given; & = joins results of further samples. Cut-off read from the data, not from the text of the source, unless noted: active = inhibition above about 30%; inactive = the rest.

SMILES	CYP2C9 inh	PostGolgi ctrl	hDAT+cocaine	Pyk2 oligo antag	LYP inh 2	CYP2C9 act	PTPN22 act	PostGolgi yeast	Ecoli WT expand
Cn1c(=O)c2c(nc(NCc3ccccc3)n2CCCc2ccccc2)n(C)c1=O	41	24	0.49	-0.86	6	0.6	-6	-3	-12
O=c1oc2c3c4c(cc2c2c1CCC2)OCCN4CCC3	-1	24	0.38	0.72	-1	1	0	2	1
Cc1ccccc1C(=O)Nc1ccccn1	-12	7	-1.2	-0.03	-13	1.1	12	2	-3
O=C(Nc1ccccc1C(=O)N1CCOCC1)c1noc2c1CCCC2	12	28	3*	0.07	0	0.9	0	-22	9
Nc1cc(=O)nc(SCC(=O)NCc2ccccc2)n1CCc1ccccc1	17	15	-5.1*	1.1	6	0.8	-8	28	-1
CCOC(=O)C1Cc2cc3c(cc2C1=O)CC(C(=O)OCC)C3=O (centres undefined)	5	4	0.047	x	-3	1	2	-7	-2
O=S(=O)(Nc1cccc(-c2cn3ccsc3n2)c1)c1ccc(F)cc1	79*	40*	0.29	-1.7	-9	0.2	6	-4	1
CCn1cc(Cl)c(C(=O)Nc2nc3ccccc3n2CCN2CCCCC2)n1	4	0	-0.34	x	-2	1	-1	3	-6
CC(=O)OCCCNc1cc(Sc2nc3ccccc3s2)c2nonc2c1[N+](=O)[O-]	-4	43*	-0.61	-1.7	-8	1	6	-2	1
COc1cccc(OCCCN2CCN(S(=O)(=O)c3ccc(NC(C)=O)cc3)CC2)c1	80*	-2	0.69	0.72	4	0.2	-5	-21	-8
O=C(CN1CCN(CC(=O)Nc2ccccc2C(F)(F)F)CC1)Nc1ccccc1F	7	7	-1.1	-0.35	-8	0.9	4	-8	-5
COc1cc(OC)cc(-c2nnc(SCC(=O)N3CCCCC3)o2)c1	-34	-4	0.47	x	x	1.3	x	-7	4
CCOC(=O)N1CCN(c2nc3ccccc3nc2C(C#N)S(=O)(=O)c2ccc(C)cc2)CC1 (centres undefined)	92*	18	x	-0.2	3	0.1	-2	3	-1
Cc1cccc(CSCCNC(=O)c2ccc(N(C)S(=O)(=O)c3ccccc3)cc2)c1	89*	21	0.42	-0.18	5	0.1	0	1	-19
CC(=O)N=C(N)Sc1nc2ccccc2[nH]1	x	10	0.95	0.96	8	x	-9	-2	12
Cc1occc1C(=O)Nc1sc2c(c1C(N)=O)CCCCC2	21	31*	1.5	-0.14	1	0.8	-1	0	0
CC(C)c1ccc(N(CC(=O)Nc2ccc(S(=O)(=O)N3CCOCC3)cc2)S(C)(=O)=O)cc1	90*	22	0.052	-1.3	-1	0.1	3	12	-6
C/C(N)=C(/C#N)C(=O)COC(=O)c1ccncc1	42	1	0.32	-0.79	-2	0.6	0	-1	-7
COC(=O)CSc1ncc(C#N)c(N)n1	0	5	-0.39	-0.32	x	1	x	1	2
COc1ccc(/C=C/C(=O)NCc2cn(C)nc2C)cc1COc1ccc(Br)cc1	60*	12	1.2	-0.92	-8	0.4	11	-9	-6
O=C(C1CCC1)N1CCc2cc(S(=O)(=O)NCc3cccnc3)ccc21	33	5	-0.22	0.33	6	0.7	-8	7	0
CC1(C)CC(=O)C2=C(C1)Nc1ccccc1N1C(=O)c3ccccc3C21 (centres undefined)	23	-5	1.8	0.32	-7	0.8	6	-9	1
CCCCNC(=S)N/N=C/c1ccc(C)s1	46	10	x	-0.41	-5	0.5	5	2	0
COc1ccc(-c2nc(Cn3c(SCc4ccccc4F)nc4ccncc43)c(C)o2)cc1	73*	11	0.27	x	1	0.3	-2	-7	-10
O=C(CSc1nnc(-c2cccs2)n1Cc1ccco1)Nc1ccc2c(c1)OCO2	63*	12	0.16	-1.5	-8	0.4	4	5	5
SMILES	CYP2C9 inh	PostGolgi ctrl	hDAT+cocaine	Pyk2 oligo antag	LYP inh 2	CYP2C9 act	PTPN22 act	PostGolgi yeast	Ecoli WT expand
CCOc1ccccc1N1CCN(C(=O)c2c(C)noc2C)CC1	3	16	-0.51	0.05	6	1	-7	-5	-2
Cc1ccc(OCCC(=O)Nc2c(C)n(C)n(-c3ccccc3)c2=O)cc1	-11	3	-0.097	1.1	5	1.1	-6	-5	-5
COC(=O)c1cc(OC)c(OC)cc1-n1cnc2cc(OC)c(OC)cc2c1=O	7	10	1.3	0.57	-3	0.9	0	3	0
O=C(NCc1cccs1)C1CC(=O)N(c2ccc(F)cc2)C1 (centres undefined)	-50	5	0.21	0.54	-2	1.5	1	3	8
COc1ccc(S(=O)(=O)Cc2ccc(C(=O)NCCc3ccc(S(N)(=O)=O)cc3)o2)cc1	44	-5	0.026&-0.65	x	2	0.6	-3	10	-6
Cc1ccc(NC(=O)/C(=C/c2cccc([N+](=O)[O-])c2)NC(=O)C2CCCCC2)c(C)c1	-15	2	0.32	-0.6	6	1.1	-8	4	-1
O=C(NCc1ccccn1)C1CC(c2ccc(F)cc2)=NO1 (centres undefined)	0	3	-0.061	-0.15	-5	1	5	-1	1
Cc1cc(C)c(Cc2c(C)nc3c(C(=O)NCc4ccco4)cnn3c2C)c(C)c1	78*	44*	0.42	0.11	5	0.2	-5	12	-7
CCOC(=O)c1c(NC(=O)/C=C/c2ccc3c(c2)OCO3)sc(C)c1CC	28	9	0.023	0.52	4	0.7	-2	-7	-20
CCOC(=O)C1=C(C)NC(C)=C(C(=O)OCC)C1c1sccc1C	90*	38*	0.68	-3.3*	6	0.1	-3	-7	8
CCOC(=O)N1CCN(C(=S)NCCOC)CC1	-4	-2	-0.5	2.1	1	1	3	-5	1
C=CCn1c(CNc2ccc(C)cc2)nnc1SCC(=O)N/N=C/c1ccc(O)cc1	-2	3	-0.0018	0.78	-13	1	10	1	8
COc1cccc(CNC(=O)C2CCN(c3cnccn3)CC2)c1	x	x	2.2	-0.38	0	x	4	x	x
O=C(COc1ncnc2ccccc12)NCc1ccc2c(c1)OCO2	6	-2	0.035	1.2	10	0.9	-8	4	-7
Cn1c(C(=O)NCc2cccnc2)cc2sccc21	-2	-9	0.53	-0.59	-8	1	5	-2	4
O=C(Nc1ccc2ccccc2c1)Nc1ccc2snnc2c1	19	68*	0.32	-1.6	1	0.8	1	96*	-1
Cc1ccc(/C=C/C(=O)Nn2cnnc2)cc1	-8	8	-0.007	0.62	6	1.1	-5	-1	-4
Cc1ccc2c(c1)c1c3n2CCN(C(=O)CN2CCN(C)CC2)C3CCC1 (centres undefined)	14	6	1.5	0.43	x	0.9	x	5	7
O=C(CCCNS(=O)(=O)c1cccc2nsnc12)NC1CCCCC1	-10	3	0.37	0.44	5	1.1	-5	-8	-2
O=C(Cn1cc2c(n1)CCCC2)NCc1cccs1	-10	2	-0.24	x	-1	1.1	0	3	1
O=C(COC(=O)CCc1c[nH]c(=O)[nH]1)Nc1cccc(Cl)c1	10	10	0.31	0.04	-9	0.9	4	-6	8
O=C(CNS(=O)(=O)c1ccc(Br)s1)NCC1COc2ccccc2O1 (centres undefined)	64*	95*	-0.9	0.78	-8	0.4	5	68*	4
O=C(CN1CCc2ccccc2C1)Nc1ccccc1N1CCCCCC1	73*	13	0.43	-0.82	15	0.3	-12	1	-22
CCCn1c(SCC(=O)NCCc2ccccc2)nnc1-c1ccco1	x	x	-0.48	-0.15	7	x	-6	x	x
O=C(CCc1ccccc1)Nc1nncs1	-4	8	-0.48	0.42	-13	1	15	13	11

Laid out differently: 2 of the compounds above.
Order of values – CYP2C9 inh, PostGolgi ctrl, hDAT+cocaine, Pyk2 oligo antag, LYP inh 2, CYP2C9 act, PTPN22 act, PostGolgi yeast, Ecoli WT expand
> O=C(COC(=O)CCc1c[nH]c(=O)[nH]1)Nc1cccc(Cl)c1
    10, 10, 0.31, 0.04, -9, 0.9, 4, -6, 8
> O=C(CNS(=O)(=O)c1ccc(Br)s1)NCC1COc2ccccc2O1 (centres undefined)
    64*, 95*, -0.9, 0.78, -8, 0.4, 5, 68*, 4

(further entries)
SMILES	CYP2C9 inh	PostGolgi ctrl	hDAT+cocaine	Pyk2 oligo antag	LYP inh 2	CYP2C9 act	PTPN22 act	PostGolgi yeast	Ecoli WT expand
O=c1cc(CO)oc(CN2CCCC2)c1O	-3	5	-0.45	-0.55	-5	1	2	1	0
Oc1ccc(Nc2nc(N3CCCC3)c3ccccc3n2)cc1	5	-2	0.076	-1.1	-6	1	5	15	-1
O=C(NCc1cccs1)C1CCCN1C(=O)NC1CCCCC1 (centres undefined)	1	-3	-0.34	0.56	3	1	-5	-5	-1
COc1ccc(CN(Cc2cc3cc(OC)c(OC)cc3[nH]c2=O)C(=O)NC2CCCCC2)cc1	-6	-3	0.47	-0.46	-4	1.1	2	-3	0
CCc1cccc(CC)c1N(COC)C(=O)Cn1ccccc1=N	-3	-4	-0.77	0.56	-21	1	19	-15	-5
C=CCOc1ccc(C2NC(=O)NC(C)=C2C(=O)OC)cc1 (centres undefined)	39	-4	-0.3	-0.64	0	0.6	0	0	-4
CC(C)OC(=O)C1=C2SCC(=O)N2C(N)=C(C#N)C1	6	17	-0.52	0.31	0	0.9	2	7	-7
Cc1ccc(Oc2cc(C)nc(-c3ccccc3O)n2)cc1	79*	10	0.32	0.75	-2	0.2	2	-5	-3
CC(C)CCOc1cccc(OCC(=O)NC2CCS(=O)(=O)C2)c1 (centres undefined)	12	6	0.25	1.3	-4	0.9	3	-9	-1
CCn1cc(C(=O)NCc2ccc(Cl)cc2)c(=O)c2cc(S(=O)(=O)N3CCOCC3)ccc21	42	15	0.59	x	x	0.6	x	-6	6
O=C(/C=C/c1ccccc1)NC(=S)Nc1cccnc1	-3	8	0.0029	-0.68	-3	1	7	5	-10
Cc1[nH][nH]c(=O)c1C(c1ccc(-c2ccc(Cl)cc2Cl)o1)c1c(C)[nH][nH]c1=O	48	19	-0.56	x	-5	0.5	5	8	5
CCc1ccc(C2=NN(C(=O)OC)C(O)(C(F)(F)F)C2)cc1 (centres undefined)	9	9	0.003	0.38	-5	0.9	7	-2	-2
Cc1cccc(NC(=S)NC(NC(=O)OCc2ccccc2)C(Cl)(Cl)Cl)c1 (centres undefined)	76*	2	-0.46	-2.5	-4	0.2	7	-8	7
CCCC1=NN2C(=N)/C(=C\c3ccc(SCc4ccco4)o3)C(=O)N=C2S1	48	13	0.47	-0.42	20	0.5	-19	-3	-2
CCC(=O)Nc1nnc(-c2ccco2)o1	-5	3	-0.88	x	-4	1	1	3	3
CCOc1ccc(N2C(=O)CC(n3ccc(C)n3)C2=O)cc1 (centres undefined)	x	x	-0.12	-0.36	-14	x	6	x	x
CCN(CC)S(=O)(=O)c1cccc(-c2nnc(SCCCC(=O)c3ccc(F)cc3)o2)c1	87*	8	1.6	0.04	8	0.1	-7	2	-17
COC(=O)C(Cc1cnc(Cl)s1)(C(=O)OC)c1ccc([N+](=O)[O-])cc1	73*	3	0.43	0.1	-6	0.3	6	-4	5
O=C(CSc1nc(N2CCCCC2)nc(N2CCCCC2)n1)c1ccccc1	79*	5	-0.12	-0.99	-2	0.2	-3	2	-6
CCOC(=O)c1cnn(-c2cc(Oc3cccc(C)c3)ncn2)c1N	21	6	-0.42	1.6	0	0.8	3	15	-7
Cc1ccc(NC(=O)OCC(F)(F)C(F)F)cc1NC(=O)OCC(F)(F)C(F)F	30	9	-1.2	0.62	-18	0.7	18	3	9
CCCCNC(=O)NS(=O)(=O)c1ccc(NS(=O)(=O)c2ccccc2)cc1	55*	4	-0.52	0.52	-10	0.4	8	2	2
Cc1nn(S(=O)(=O)c2cccs2)c(C)c1Sc1ccc([N+](=O)[O-])cc1	28	22	0.028	-1.4	13	0.7	-9	-3	-16

Limited to PostGolgi yeast, for some of the entries so far:
SMILES | PostGolgi yeast
Cc1ccc(Oc2cc(C)nc(-c3ccccc3O)n2)cc1 | -5
CC(C)CCOc1cccc(OCC(=O)NC2CCS(=O)(=O)C2)c1 (centres undefined) | -9
CCn1cc(C(=O)NCc2ccc(Cl)cc2)c(=O)c2cc(S(=O)(=O)N3CCOCC3)ccc21 | -6
O=C(/C=C/c1ccccc1)NC(=S)Nc1cccnc1 | 5
Cc1[nH][nH]c(=O)c1C(c1ccc(-c2ccc(Cl)cc2Cl)o1)c1c(C)[nH][nH]c1=O | 8
CCc1ccc(C2=NN(C(=O)OC)C(O)(C(F)(F)F)C2)cc1 (centres undefined) | -2

Screening results: PubChem BioAssay, several laboratories
